# From PubChem BioAssay
# GALK inhibitor = qHTS Assay for Inhibitors of Human Galactokinase (GALK); Potency, µM (series often up to 57.5 µM), for the others: at the highest dose activity change, negative = inhibition, usual class: inhibitors; P51570; Purified GALK, Kinase-Glo residual ATP luminescence; AID 1868, 2009; hit rate 0.007% among 270,000; further: potency means the concentration at half of the fitted maximal effect; on the % scale 0 is the no-effect control and ±100 the full control effect
# Target sequence (P51570 whole entry, looked up): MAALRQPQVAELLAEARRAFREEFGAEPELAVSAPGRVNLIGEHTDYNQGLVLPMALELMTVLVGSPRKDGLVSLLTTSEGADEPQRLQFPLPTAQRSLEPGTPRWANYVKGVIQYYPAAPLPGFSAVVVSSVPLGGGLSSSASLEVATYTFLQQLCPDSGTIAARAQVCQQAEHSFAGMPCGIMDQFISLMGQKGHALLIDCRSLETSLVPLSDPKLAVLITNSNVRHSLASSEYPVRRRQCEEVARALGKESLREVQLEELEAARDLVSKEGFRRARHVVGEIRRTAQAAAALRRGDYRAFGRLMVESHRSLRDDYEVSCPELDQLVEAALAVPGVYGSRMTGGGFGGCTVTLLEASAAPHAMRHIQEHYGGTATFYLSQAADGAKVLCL
#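 ATP-depletion format; final 35 uM ATP, 100 uM D-galactose, 5 nM enzyme; pH 8.0 HEPES/Mg2+ buffer; 60 min RT; luminescence read 10 min after detection reagent.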
# PKM2 activator = qHTS Assay for Activators of Human Muscle isoform 2 Pyruvate Kinase | purified PKM2, Kinase-Glo ATP luminescence, activation; response scale: 0% is enzyme alone, no compound | Potency, µM (doses to about 57.5 µM), for inactives: top-dose activation, actives largely listed as activators | hit rate 0.34% among 260,000 | AID 1631, 2009; further: potency means the concentration at half of the fitted maximal effect; on the % scale 0 is the no-effect control and ±100 the full control effect; nearly all actives have a fitted effect of over 55% in size
#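 ATP formation by purified human PK-M2, quantified via coupled luciferase luminescence after 1 h at room temperature with 0.1 mM ADP and 0.5 mM PEP final.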
# TSG101-PTAP inh = qHTS Assay for Iinhibitors of HIV-1 Budding by Blocking the Interaction of PTAP/TSG101; Fluorescence polarization, FITC-PTAP peptide / Tsg101 binding; 340,000 tested, under 10 active; Potency, µM (series often up to 115 µM), without a hit: at the highest dose activity change, negative = inhibition, most hits filed as inhibitors; active means well fitted inhibition curve with a large enough effect in the main read-out, with a control signal flat, not every such curve was filed as active; inconclusive means small, poorly fitted or top-dose-only effect, or effect the other way, or a change in a side signal; inactive means no such curve, though single readings can be large or run the other way; further: potency means the concentration at half of the fitted maximal effect; % of control where 0% means no effect
#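 Fluorescence anisotropy tracks displacement of a FITC-tagged PTAP peptide (50 nM) from the Tsg101 binding domain (10 uM), following a 20 min room-temperature incubation at pH 7.5.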
# B2AR arrestin = qHTS assay of beta-arrestin-biased ligands of beta2-adrenergic receptor | Beta-2 adrenergic receptor (Homo sapiens), P07550 | beta-arrestin recruitment to beta2AR, cell-based reporter | Potency, µM (titrated, usually from 46.1 µM), for inactives: at the highest dose activation, most hits filed as activators | hit rate 0.02% among 330,000;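 further: potency means the concentration at half of the fitted maximal effect; 0% = DMSO controls and full agonism = EC100 isoproterenol or metaproterenol; nearly all actives have a fitted effect of over 65% in size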
# ASM inhibitor = Inhibitors of Secretory Acid Sphingomyelinase (S-ASM): qHTS. Sphingomyelin phosphodiesterase (Homo sapiens), P17405. hit rate 0.006% among 340,000. AID 504937, 2011. placental ASM, HMU-PC fluorogenic substrate, 60 min. Potency, µM (top dose mostly 57.5 µM), inactives show at the highest dose activity change, negative = inhibition, most hits filed as inhibitors; further: potency means the concentration at half of the fitted maximal effect
#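 Steps: dispense placental human ASM, pin compound, wait 10 min at room temperature, add HMU-PC0 substrate at 9 uM final, incubate 60 min at 37 °C, add stop solution raising pH to 10, read fluorescence.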
# Menin-MLL TR inh = qHTS Assay for Inhibitors Targeting the Menin-MLL Interaction in MLL Related Leukemias: Competition With Texas Red Labeled MLL-derived Mutant Peptide; Menin + Texas Red MLL mutant peptide, fluorescence polarization; Potency, µM (doses to about 61.6 µM), without a hit: at the highest dose FP activity change, negative = inhibition, actives largely listed as inhibitors; hit rate 0.23% among 270,000; active means well fitted inhibition curve with a large enough effect in the polarisation, with a control signal flat, not every such curve was filed as active; inconclusive means small, poorly fitted or top-dose-only effect, or effect the other way, or a change in a side signal; inactive means no such curve, though single readings can be large or run the other way; the % refers to the polarisation; further: potency means the concentration at half of the fitted maximal effect; % of control where 0% means no effect; many of its hits are not listed in these tables
# Giardia kill = Small Molecules that selectively kill Giardia lamblia: qHTS | Giardia lamblia trophozoite viability | activity change, % at 7.66 µM, hits read low | hit rate 0.15% among 340,000 | AID 540267, 2011; in the data active means activity change below about -80%; inconclusive means between about -30% and that limit;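 further: parasites exposed to compound for two days anaerobically before the ATP read; on the % scale 0 is the no-effect control and ±100 the full control effect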
#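 Media and compound were dispensed first, then trophozoites at 100 cells/well; plates sat 48 hrs at 37 deg C without oxygen before ATP luminescence reagent was added and read after 15-30 min at room temperature.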
# Integrin act MD = qHTS for Activators of Integrin-Mediated Alleviation for Muscular Dystrophy. alpha7betagal myoblasts, beta-gal FDG fluorescence, 48 h. Potency, µM (top dose mostly 38.3 µM), for inactives: at the top dose activation, usual class: activators. hit rate 0.064% among 350,000;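 further: potency means the concentration at half of the fitted maximal effect; 100% = response of the positive control SU9516; nearly all actives have a fitted effect of over 60% in size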
#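 alpha7betagal+/- myoblasts (passage 13, 250/well) treated 48 h at 37C with compounds at 1:260 dilution of DMSO stock. Lysed, then beta-galactosidase activity read as FDG fluorescence (ex 480/em 540) after 30 min, with pre-read for autofluorescence.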
# Coupling enz = qHTS Assay for Inhibitors of Fructose-1,6-bisphosphate Aldolase from Giardia Lamblia: Coupling assay counterscreen | coupling enzyme system counterscreen, AmpLite Red fluorescence | activity change, negative = inhibition, % at 58.2 µM, hits read low | AID 2472, 2010 | hit rate 0.67% among 290,000; in the data active means activity change below about -30%; further: on the % scale 0 is the no-effect control and ±100 the full control effect
#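 Compounds tested against the coupling enzymes alone at 57.5 uM final; readout was AmpLite Red fluorescence (525/598 nm) after 20 min at RT.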
# Tb PFK inh = qHTS Assay to Find Inhibitors of T. brucei phosphofructokinase; Potency, µM (top dose mostly 57.5 µM), inactives show at the highest dose activity, negative = inhibition, most hits filed as inhibitors; hit rate 0.17% among 330,000; T. brucei PFK, ADP-Glo luminescence;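 further: potency means the concentration at half of the fitted maximal effect; 0% = uninhibited 1x PFK enzyme wells and -100% = no-enzyme wells; nearly all actives have a fitted effect of over 60% in size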
# Target sequence (O15648 whole entry, looked up): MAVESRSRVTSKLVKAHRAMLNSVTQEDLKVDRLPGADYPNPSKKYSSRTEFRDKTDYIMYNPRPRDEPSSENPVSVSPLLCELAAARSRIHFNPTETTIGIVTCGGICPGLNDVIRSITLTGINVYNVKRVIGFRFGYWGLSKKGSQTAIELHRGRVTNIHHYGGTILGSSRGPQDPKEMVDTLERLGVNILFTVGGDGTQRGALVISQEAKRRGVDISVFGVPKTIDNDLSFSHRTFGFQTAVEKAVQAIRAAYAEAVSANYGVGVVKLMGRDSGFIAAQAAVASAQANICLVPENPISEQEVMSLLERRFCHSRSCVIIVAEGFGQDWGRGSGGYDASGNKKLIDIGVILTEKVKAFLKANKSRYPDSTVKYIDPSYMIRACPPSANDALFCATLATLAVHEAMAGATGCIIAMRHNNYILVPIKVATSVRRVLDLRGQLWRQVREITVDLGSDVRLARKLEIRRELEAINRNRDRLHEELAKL
#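 ADP-Glo luminescence quantified ADP after 45 min at room temperature, with 1.25 nM T. brucei PFK, 0.1 mM ATP and 0.5 mM fructose-6-phosphate in pH 8.0 TEA buffer. qHTS titrations up to 57 µM; curves classified by quality.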
# BCR signal inh = qHTS Assay to Find Inhibitors of Chronic Active B-Cell Receptor Signaling; Potency, µM (series often up to 46.1 µM), for the others: at the highest dose ratio change, negative = lower green/red ratio, usual class: inhibitors; ABC-DLBCL IkBa-CBG/CBR reporter, luminescence ratio, 4 h; hit rate 0.05% among 340,000; active means well fitted inhibition curve with a large enough effect in the signal ratio, with a control signal flat, not every such curve was filed as active; inconclusive means small, poorly fitted or top-dose-only effect, or effect the other way, or a change in a side signal; the % refers to the signal ratio;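 further: potency means the concentration at half of the fitted maximal effect; plate controls were basal doxycycline-induced cells for no effect and cells given 10 µM MG132 for full effect; MG132 reads +100%, hits lower the ratio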
#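 Doxycycline induced both beetle luciferases in TMD8 lymphoma cells; IKK-driven degradation limits the IkappaBalpha-fused green signal, while red luminescence normalises for cell number and nonspecific effects. Compounds tested up to 46 uM, 4 hrs.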
# An asterisk follows results filed as active; ? = inconclusive; . = no result given; [ ] = dose if it differs, or a comment. Unless noted, the call rests on the fitted dose curve; in most records, active means well fitted curve in the direction sought with a large enough effect; inconclusive means small, poorly fitted or top-dose-only effect, or another doubt; inactive means no such curve, though single readings can be large; an effect the other way counts as inactive or inconclusive. An excerpt (hit frequency here may not be typical).
SMILES,GALK inhibitor,PKM2 activator,TSG101-PTAP inh,B2AR arrestin,ASM inhibitor,Menin-MLL TR inh,Giardia kill,Integrin act MD,Coupling enz,Tb PFK inh,BCR signal inh
O=C1CCCC(=O)N1c1ccc(F)cc1,0%,.,-1%,-0.5%,7%,11%,-21,-8%,2,-2%,1%
C/C(Nc1ccccc1C(F)(F)F)=C1/CCOC1=O,0%,-1%,0%,0.0%,8%,-7%,3,18%,-2,-1%,0%
COc1cccc(CNC(=O)CSc2nnc3c(n2)[nH]c2ccc(C)cc23)c1,-1%,0%,2%,0.3%,-1%,?,-7,-6%,2,0%,0%
COc1ccc2[nH]c(C(=O)Nc3ccc(F)cc3Br)cc2c1,1%,-1%,-6%,-0.9%,8%,.,5,7%,5,0%,-5%
C=CC(=O)N(CCC)C(c1ccccc1)c1ccccc1OC (stereo not drawn),.,.,-2%,0.3%,-1%,.,-17,-9%,.,0%,?
Cn1nnc2c(NCc3ccco3)nccc21,0%,8%,-5%,-0.6%,3%,-6%,-1,-11%,0,0%,-1%
CC(C)CC(C(=O)Nc1oc(-c2ccccc2)c(-c2ccccc2)c1C#N)N1C(=O)c2ccccc2C1=O (stereo not drawn),3%,-5%,-8%,0.8%,-9%,-17%,11,6%,2,-2%,?
CCn1cc(C(=O)N2CC(C)CC(C)C2)c(=O)c2cc(S(=O)(=O)N3CCOCC3)ccc21 (stereo not drawn),-1%,-2%,-3%,0.0%,2%,-6%,6,7%,2,0%,2%
CC1Cc2ccccc2N1C(=O)COC(=O)c1ccc(Br)o1 (stereo not drawn),1%,-2%,-5%,-0.2%,0%,-6%,10,-11%,4,2%,7%
Cn1c(=O)oc2cc(S(=O)(=O)N3CCCC(C(=O)NC4CCCc5ccccc54)C3)ccc21 (stereo not drawn),3%,2%,2%,-0.3%,-3%,3%,-22,-38%,2,-1%,?
CCCC(=O)c1c[nH]c(C(=O)N2CCOCC2)c1,-3%,-1%,0%,0.0%,0%,2%,10,-16%,2,5%,0%
CN(C)C(CNS(=O)(=O)c1ccc(F)cc1)c1cccnc1 (stereo not drawn),0%,9%,-4%,-0.6%,-4%,-4%,-9,3%,1,-5%,4%
O=S(=O)(c1ccc(F)cc1)N1CCN(Cc2ccccc2C(F)(F)F)CC1,-1%,-9%,5%,0.1%,1%,3%,6,-9%,1,-1%,?
O=C(Nc1cccnc1)OC1CCCC1,0%,-7%,-2%,-0.2%,2%,-1%,-13,-7%,3,-7%,?
Cc1cccc(-n2c(C)cc(/C=C3\NC(=O)NC3=O)c2C)c1,-1%,1%,1%,0.2%,19%,.,0,-32%,-8,2%,-9%
O=C(Nc1cccc(F)c1)c1c(O)c2ccccc2[nH]c1=O,-6%,1%,-2%,0.2%,5%,22%,-19,29%,0,-1%,?
CC(NCc1ccccc1)C1COc2ccccc2O1 (stereo not drawn),1%,-4%,-1%,0.1%,0%,0%,-21,-2%,0,-1%,-3%
C=CCNC(=O)c1onc(CSc2ccc(F)cc2)c1C(=O)NCC=C,.,.,-5%,-1.1%,2%,.,5,37%,.,-10%,4%
NS(=O)(=O)c1ccc(Nc2nc3ccccc3nc2NS(=O)(=O)c2cccc([N+](=O)[O-])c2)cc1,3%,-8%,-6%,0.3%,?,?,1,-62%[inhibitor],3,-1%,1%
c1ccc(-c2nnc(-c3ccncc3)nc2-c2ccccc2)cc1,-2%,6%,-1%,-0.6%,2%,-5%,-5,-3%,2,-3%,-1%
CCOC(=O)c1ccc(NC(=O)Nc2ccc3c(c2)OCCO3)cc1,0%,-3%,-4%,0.0%,-12%,?,22,17%,-1,-2%,?
CN(C)C(=O)Cn1c(=O)n(S(=O)(=O)c2ccccc2)c2ccccc21,3%,-1%,-5%,0.1%,3%,2%,6,35%,-4,-3%,-3%
O=C(NCCN1CCN(c2ccccc2)CC1)C1CCN(S(=O)(=O)c2cccc3nsnc23)CC1,-1%,0%,-2%,-0.2%,1%,-1%,-6,0%,4,1%,-17%
CC(=O)Nc1ccc(C2(c3ccc(NC(C)=O)cc3)C(=O)Nc3ccccc32)cc1,0%,-2%,0%,-0.6%,-1%,4%,-7,-1%,4,-4%,10%
O=C1CN(C(=O)COC(=O)CNC(=O)c2ccccc2)c2ccccc2N1,0%,1%,0%,-1.3%,3%,15%,-13,-1%,4,2%,5%
# Going on with the list.
SMILES,GALK inhibitor,PKM2 activator,TSG101-PTAP inh,B2AR arrestin,ASM inhibitor,Menin-MLL TR inh,Giardia kill,Integrin act MD,Coupling enz,Tb PFK inh,BCR signal inh
COCCCNC(=O)CCc1c(C)c2cc3c(C)coc3cc2oc1=O,.,.,-1%,-0.2%,48%[activator],?,-6,-15%,0,-2%,-4%
COc1cccc(CCc2nnc(CCC(=O)NC(C)Cc3cccs3)o2)c1 (stereo not drawn),3%,-5%,2%,-0.4%,3%,.,1,11%,-1,-3%,-1%
O=C(CSc1cn(Cc2ccccc2)c2ccccc12)NCc1ccc(F)cc1,.,3%,-2%,-1.2%,-4%,9%,3,-12%,4,-2%,0%
C[n+]1cccc(C(=O)NNC(=O)C23CC4CC(CC(C4)C2)C3)c1,1%,2%,-2%,-0.3%,4%,9%,19,-26%,1,-7%,-1%
O=C(NC1CCCCC1)c1cc(-c2cccs2)on1,8%,-1%,-8%,-0.1%,-3%,?,-3,-17%,0,?,?
Cc1ccc2sc(N(CCCN(C)C)C(=O)c3ccc(S(=O)(=O)N4CCOCC4)cc3)nc2c1C,.,.,0%,-0.3%,-3%,.,-1,-9%,.,-2%,7%
Cc1cc([N+](=O)[O-])nn1CC(=O)N1CCc2ccccc2C1,1%,-3%,-3%,0.3%,4%,1%,-18,9%,9,-7%,5%
CCOC(=O)N1CCN(C(=O)C2CCCCC2)CC1,-2%,2%,-10%,0.2%,6%,-1%,11,11%,1,1%,?
COc1cccc(NC(=O)c2c([N+](=O)[O-])cnn2C)c1,6%,-3%,1%,0.1%,-2%,0%,-19,28%,3,-3%,-11%
CCOc1cc(C2NC(=O)NC(c3ccccc3)=C2C(=O)c2ccccc2)c(Br)cc1OCC(=O)O (stereo not drawn),-1%,-2%,-4%,-0.4%,1%,1%,-10,0%,5,0%,4%
COc1ccc(-c2csc(NC(=O)c3ccccc3F)n2)cc1,-1%,1%,0%,-0.1%,-8%,?,-6,-20%,-1,0%,?
Cc1cccc(Nc2nnc(SCC(=O)c3c(N)n(C4CC4)c(=O)[nH]c3=O)s2)c1C,.,.,-2%,-0.4%,0%,.,5,20%,.,-1%,1%
CC1CCCN(C(=O)C2CCN(CC3CC=CCC3)CC2)C1 (stereo not drawn),7%,-1%,0%,-1.0%,5%,0%,-3,13%,1,-4%,3%
O=C(CSc1ccccc1)N1CCCC(N2CCN(c3ccccc3)CC2)C1 (stereo not drawn),-1%,.,0%,0.3%,1%,.,9,-23%,.,1%,?
CCCN(C(=O)c1cnccn1)c1c(N)n(Cc2ccccc2)c(=O)[nH]c1=O,.,.,-1%,-0.2%,1%,.,-14,1%,.,0%,0%
O=C(O)c1cccc(NC(=O)c2ccc(COc3ccc(Cl)cc3)cc2)c1,-6%,-5%,0%,0.0%,-1%,?,-14,14%,2,-17%,8%
Cc1cc(=O)oc2c(C(=O)/C=C\c3cccs3)c(O)ccc12,-3%,-12%,-1%,-0.9%,0%,5%,-13,-48%[inhibitor],6,4%,?
CCc1ccc(NC(=O)CSc2nc3ccccc3c(=O)n2CCCC(=O)NCCCN2CCOCC2)cc1,6%,-3%,0%,-0.2%,1%,-2%,-1,-56%[inhibitor],1,-2%,-1%

# A different layout for some results above.
# Value order – GALK inhibitor, PKM2 activator, TSG101-PTAP inh, B2AR arrestin, ASM inhibitor, Menin-MLL TR inh, Giardia kill, Integrin act MD, Coupling enz, Tb PFK inh, BCR signal inh
> Cc1cc([N+](=O)[O-])nn1CC(=O)N1CCc2ccccc2C1
    1%, -3%, -3%, 0.3%, 4%, 1%, -18, 9%, 9, -7%, 5%
> COc1cccc(CCc2nnc(CCC(=O)NC(C)Cc3cccs3)o2)c1 (stereo not drawn)
    3%, -5%, 2%, -0.4%, 3%, ., 1, 11%, -1, -3%, -1%
